Source: PubChem
P. falciparum M17LAP = P. falciparum M17LAP inhibitors, primary screen, biochemical, fluorogenic H-Leu-NHMec substrate, 1536-well (AID 1619) | Leucine aminopeptidase (Plasmodium falciparum (isolate 3D7)) | recombinant M17LAP, H-Leu-NHMec fluorogenic kinetic assay; higher % means a stronger effect | inhibition, % at 30 µM; hits with a dose series show IC50 in µM | 220,000 tested, 0.38% active;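 active = compound inhibiting the enzyme by more than half at any dose during confirmatory dose-response retesting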;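 note: plate controls were full reaction with DMSO carrier for no effect and no enzyme background for full effect; strong numbers were not always called active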
MT stabilize HCS = microtubule stabilizers in HeLa cells, primary screen, imaging, high-content imaging; AID 2205, 2009; 200,000 tested, 0.83% active; HeLa tubulin immunostaining HCS, 24 h; share of cells brighter than vehicle mean+2SD; % tubulin-high responders, % at 10 µM;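 active = plate Z-score above 3 for both tubulin-high and condensed-nucleus cell shares, with cell loss under 80%, at 10 µM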;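 note: anti alpha tubulin signal scored within the nucleus-defined area of each cell; some results filed as inactive read as strong as hits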
Autophagy HCS = autophagy modulators in MEF cells, primary screen, imaging, high-content, MEF GFP-LC3; MEF GFP-LC3 puncta imaging; test concentration mostly 10 µM; calls only at 10 µM (by protocol); 190,000 tested, 0.98% active;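 active = percentage of spot-positive cells more than 3 SD above its plate mean, without a fluorescence outlier flag or 80% toxicity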;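 note: spot-positive cell cutoff set from DMSO-treated cells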
Dynein cargo inh = inhibitors of GR-EGFP nuclear translocation, primary screen, dynein cargo transport inhibitor project, imaging, high-content, 3617.4 mouse cells. z-score, hits read low. 220,000 tested, 0.47% active. test concentration mostly 20 µM; stimulated with dexamethasone, 1 µM; active compounds read low. AID 1381, 2008;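 active = plate z-score of nuclear minus cytoplasmic receptor signal below a set negative limit, without overly bright fluorescence or cell loss, cut at about -3.5 in these data, passing the limit was not always enough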;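 note: z-score of nuclear minus cytoplasmic ring GR-EGFP intensity difference per well; some compounds called inactive have numbers as strong as hits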
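Buffer or medium: tet-free, stripped-serum medium; Also added: dexamethasone, 1.0 µM final; Technique: high-content fluorescence imaging after fixation; Times: 48 h induction, 1 h compound, 30 min dex at 37 °C; Read-out: per-cell GR-EGFP intensity, nucleus versus surrounding cytoplasmic ring, well-averaged.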
T cell HTS = modulators of CD8 T cell-vesicle binding, primary screen, mouse 2C CD8+ T cells, flow cytometry | 2C CD8+ T cell-vesicle binding; active compounds read low | calls only at 7 µM | 330,000 tested, 0.068% active;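 active = response, share of CD8 T cells binding vesicles, and their 90th percentile fluorescence all below set limits, cut at about 80% in these data, passing the limit was not always enough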
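Material: 2C TCR transgenic mouse naive CD8+ T cells, MACS-purified. Also added: QL9-charged Drosophila Ld/ICAM-1/B7-1 vesicles. Timing: binding 1.5 h at 37 °C. Measured by: high-throughput flow cytometry with anti-B7-1 and anti-CD8 staining. Read-out: percent CD8+ FL2 mean versus row control. Controls: Unloaded micro-vesicles (low), QL9 vesicles with 0.7% DMSO (high).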
M1AAP inhibition = P. falciparum M1AAP inhibitors, biochemical, fluorogenic H-Leu-NHMec substrate, 1536-well (AID 1445); inhibition, % at 30 µM; hits with a dose series show IC50 in µM; Aminopeptidase N (Plasmodium falciparum (isolate 3D7)); recombinant M1AAP, H-Leu-NHMec fluorogenic kinetic assay; higher % means a stronger effect; 220,000 tested, 0.42% active;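 active = primary inhibition above the hit cutoff, then over 50% inhibition at one or more dose response concentrations, cut at about 23% in these data, passing the limit was not always enough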;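 note: plate controls were DMSO full reaction for no effect and no enzyme background for full effect; strong numbers were not always called active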
bCat nuc transl = modulators of beta-catenin nuclear translocation, primary screen, imaging, HeLa cells, immunofluorescence, high-content | nuclear translocation activity, % at 5 µM | 190,000 tested, 0.3% active;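 active = nuclear translocation activity above 50% at 5 µM, with a well cell count of 50 or more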;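 note: per-cell ratio of nuclear to cytoplasmic median beta-catenin stain intensity; plate controls were DMSO negative control for no effect and GSK-3 inhibitor IX positive control for full effect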
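System: Human HeLa cells, endogenous beta-catenin | Compound dosing: 5 µM primary, 0.02–20 µM confirmation | Timing: 24 h compound exposure at 37°C, 5% CO2 | Measured by: Fluorescence imaging of beta-catenin antibody stain plus DAPI | Read-out basis: % activation of per-cell nuclear versus cytoplasmic median beta-catenin signal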
WT yeast gro inh = growth inhibition of WT strain, primary screen, mitochondrial fusion inhibitor project, WT and mutant strains, chemical genetic; AID 1362, 2008; mitochondrial fusion phenotypic screen; inhibition, % at 10 µM; 190,000 tested, 2.1% active; in the data active = inhibition above about 58%; tested in S. cerevisiae
Yfh1-off respiration = enhancers of respiration in Yfh1-depleted yeast, dose response, Friedreich's ataxia, plus single-dose screen (AID 1465). S. cerevisiae Yfh1-off respiration, WST-1 reduction, 72 h; higher fold induction means a stronger effect. one-dose fold induction at 50 µM; EC50 in µM for titrated hits. 220,000 tested, 0.074% active;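 active = fold induction of absorbance versus untreated yeast above a set limit, then at least 30% activation at any dose in follow-up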;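 note: activators that raise dye reduction in frataxin-depleted yeast; strong numbers were not always called active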
WT yeast gro inh mutant strain = recorded beside WT yeast gro inh, whose call it bears; inhibition, %; mitochondrial fusion phenotypic screen, mutant strain inhibition
Dynein cargo inh cytoplasmic EGFP = further read-out of Dynein cargo inh, marked with its call; z-score; measured here: cytoplasmic GR-EGFP intensity; active compounds read high
Dynein cargo inh nuclear GR-EGFP = second read-out of Dynein cargo inh, no call of its own (marks repeat the call); z-score; measured here: nuclear GR-EGFP intensity;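 lower value marks the stronger effect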
Dynein cargo inh cell count = recorded beside Dynein cargo inh, whose call it bears; z-score; measured here: cell count per field
bCat nuc transl cell count 5 µM = second read-out of bCat nuc transl, no call of its own (marks repeat the call); cell count; measured here: cell count, cytotoxicity flag
T cell HTS vesicle-bound % = also measured in T cell HTS; calls as there; double positive events, %; measured here: CD8+ vesicle-bound cell fraction;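 binding gate set so that unloaded-vesicle control wells show 10% double positive cells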
MT stabilize HCS Hoechst-high % = recorded beside MT stabilize HCS, whose call it bears; % Hoechst-high responders; measured here: nuclear condensation Hoechst responders;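 share of cells brighter than vehicle mean plus two SD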
MT stabilize HCS cytotoxicity % = further read-out of MT stabilize HCS, marked with its call; toxicity, %; measured here: cytotoxicity by cell density;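 0% = mean cell density of plate MIN control wells and 100% = no cells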
Autophagy HCS cell loss 18 h = second read-out of Autophagy HCS, no call of its own (marks repeat the call); toxicity, %; measured here: cell loss, nuclei count;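 cell loss after 18 h compound exposure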
Active calls of the source: *; i = inactive; nt = not tested or not shown.

SMILES	P. falciparum M17LAP	MT stabilize HCS	MT stabilize HCS Hoechst-high %	MT stabilize HCS cytotoxicity %	Autophagy HCS	Autophagy HCS cell loss 18 h	Dynein cargo inh	Dynein cargo inh cytoplasmic EGFP	Dynein cargo inh nuclear GR-EGFP	Dynein cargo inh cell count	T cell HTS	T cell HTS vesicle-bound %	M1AAP inhibition	bCat nuc transl	bCat nuc transl cell count 5 µM	WT yeast gro inh	WT yeast gro inh mutant strain	Yfh1-off respiration
CC(C)Cn1c(N)c(C(=O)COC(=O)[C@@H]2CCCN2C(=O)c2cccs2)c(=O)n(C)c1=O	1%	7.4	2.2	6.1	i	5	-1	-0.37	-0.31	0.93	i	46	-1%	1.0	1056	-7	15	i
CCOc1ccc(CCNC(=O)CSCc2ccc(C)cc2)cc1OCC	25%	2.7	1.0	3.4	i	36	0.23	-0.25	0.27	0.062	i	37	0%	-2.0	1094	9	15	i
O=c1oc2c(-c3cccc(F)c3)cc(O)cc2s1	11%	3.1	2.5	14	i	-10	-0.48	-0.22	-0.56	0.77	i	17	7%	-1.4	1155	3	0	i
COc1ccc(C)cc1S(=O)(=O)Nc1ccccc1	8%	1.7	0.9	9.7	i	-2	1.3	-0.043	1	-0.91	i	36	-3%	-5.1	1195	4	7	i
COc1ccc(COc2cc(-c3cccc(OC)c3)nc3ccc(NC(=O)c4ccc(Cl)cc4)cc23)cc1	-6%	5.6	5.1	0.9	i	27	0.28	0.68	0.55	0.051	i	20	12%	nt	nt	3	-10	i
CC1(C)Cc2c(sc3nnn(Cc4ccc(Cl)cc4)c(=O)c23)CO1	-7%	2.7	2.7	5.6	i	10	-0.93	-0.21	-0.28	0.071	i	52	8%	-1.7	1020	20	-8	i
OC(CN1CCN(Cc2ccccc2)CC1)c1ccccc1 (stereo unspecified)	-6%	1.6	0.6	10	i	-5	-0.47	-0.36	-0.52	0.86	i	54	3%	-3.4	1064	-5	2	i
O=C(c1cc2ccccc2o1)N1CCN(S(=O)(=O)/C=C/c2ccccc2)CC1	5%	2.6	2.8	4.0	i	-5	-0.76	-0.28	-0.3	0.52	i	19	6%	-2.2	1014	22	4	i
O=C(Nc1cccc(Cl)c1)C1CCCN(S(=O)(=O)c2ccc(F)cc2)C1 (stereo unspecified)	10%	2.6	2.2	11	i	3	-0.41	-0.25	-0.4	0.31	i	30	4%	nt	nt	20	4	i
O=C(/C=C/c1cc2c(cc1Br)OCO2)NCc1ccc(Cl)cc1	-4%	2.0	1.3	6.2	i	-32	-0.43	-0.076	0.48	1.1	i	27	4%	-1.7	1408	3	-14	i
COc1cccc(NC(=O)CCS(=O)(=O)c2cccs2)c1	13%	3.6	1.5	5.1	i	2	0.14	-0.23	0.34	0.98	i	36	-4%	nt	nt	-5	-49	i
CCOC(=O)c1c(-c2cccc([N+](=O)[O-])c2)csc1NC(=O)C1CC1	-6%	3.2	2.0	6.5	i	-25	-0.71	-0.1	0.29	0.49	i	47	14%	2.5	1326	-1	7	i
COc1ccccc1-n1cnnc1SCC(=O)N1CCN(S(=O)(=O)c2ccccc2)CC1	0%	4.3	2.0	8.4	i	4	-0.58	-0.2	0.081	0.11	i	36	9%	-6.8	878	-8	-10	i
C=CCn1c(SCC(=O)NC(C)(C)C)nnc1-c1ccccc1O	-1%	3.5	2.1	4.2	i	0	0.38	-0.26	0.19	0.16	i	64	-3%	nt	nt	-13	-10	i
Nc1nc(NCc2ccco2)nc(NC2CCCCC2)c1[N+](=O)[O-]	-4%	nt	nt	nt	nt	nt	0.11	-0.2	-0.2	-0.19	i	29	3%	0.2	1256	nt	nt	i
O=C(NCc1ccccc1)c1nc2ccccc2s1	-3%	2.6	3.0	6.3	i	27	-0.037	-0.31	0.25	0.35	i	46	1%	-1.0	1030	25	22	i
Cc1nnc(SCC(=O)NC(=O)NC(C)(C)C)s1	0%	3.7	2.9	7.5	i	-2	-1.3	-0.35	-0.91	0.85	i	57	7%	-0.8	1073	-7	-6	i
CNC(=O)c1[nH]cnc1C(=O)Nc1ccc(OC)cc1	8%	nt	nt	nt	nt	nt	-0.32	-0.25	0.26	1.6	i	47	10%	-1.4	1292	nt	nt	i
COc1ccccc1NC(=S)N1CCC(NC(=O)C23CC4CC(CC(C4)C2)C3)CC1	7%	3.9	2.4	11	i	-15	-0.75	-0.24	-0.19	0.94	i	46	3%	1.8	1005	-5	19	i
COc1cccc(/C=C/C(=O)OCC(=O)Nc2cc(S(=O)(=O)N3CCOCC3)ccc2C)c1	10%	2.2	1.4	0.3	i	15	-0.18	-0.14	-0.025	-0.57	i	18	0%	-1.7	1034	8	-14	i

Shown in CSV form: entries from further up.
compound,P. falciparum M17LAP,MT stabilize HCS,MT stabilize HCS Hoechst-high %,MT stabilize HCS cytotoxicity %,Autophagy HCS,Autophagy HCS cell loss 18 h,Dynein cargo inh,Dynein cargo inh cytoplasmic EGFP,Dynein cargo inh nuclear GR-EGFP,Dynein cargo inh cell count,T cell HTS,T cell HTS vesicle-bound %,M1AAP inhibition,bCat nuc transl,bCat nuc transl cell count 5 µM,WT yeast gro inh,WT yeast gro inh mutant strain,Yfh1-off respiration
CCOC(=O)c1c(-c2cccc([N+](=O)[O-])c2)csc1NC(=O)C1CC1,-6%,3.2,2.0,6.5,i,-25,-0.71,-0.1,0.29,0.49,i,47,14%,2.5,1326,-1,7,i
COc1ccccc1-n1cnnc1SCC(=O)N1CCN(S(=O)(=O)c2ccccc2)CC1,0%,4.3,2.0,8.4,i,4,-0.58,-0.2,0.081,0.11,i,36,9%,-6.8,878,-8,-10,i
C=CCn1c(SCC(=O)NC(C)(C)C)nnc1-c1ccccc1O,-1%,3.5,2.1,4.2,i,0,0.38,-0.26,0.19,0.16,i,64,-3%,nt,nt,-13,-10,i

More results:
SMILES	P. falciparum M17LAP	MT stabilize HCS	MT stabilize HCS Hoechst-high %	MT stabilize HCS cytotoxicity %	Autophagy HCS	Autophagy HCS cell loss 18 h	Dynein cargo inh	Dynein cargo inh cytoplasmic EGFP	Dynein cargo inh nuclear GR-EGFP	Dynein cargo inh cell count	T cell HTS	T cell HTS vesicle-bound %	M1AAP inhibition	bCat nuc transl	bCat nuc transl cell count 5 µM	WT yeast gro inh	WT yeast gro inh mutant strain	Yfh1-off respiration
Cc1cc(C)n(CCC(=O)N/N=C/c2ccccc2O)n1	-9%	4.2	2.6	0.4	i	-36	0.25	-0.27	-0.099	0.13	i	0	23%	-0.6	967	-11	2	i
COc1ccc(OC)c(S(=O)(=O)N2CCCCC2C(=O)N2CCN(c3ccccn3)CC2)c1 (stereo unspecified)	4%	5.0	2.2	11	i	-12	0.33	-0.037	0.72	0.4	i	52	8%	-3.9	544	-2	-6	i
Cc1ccccc1OCC(O)Cn1c(=N)n(Cc2ccccc2)c2ccccc21 (stereo unspecified)	3%	nt	nt	nt	nt	nt	0.53	-0.13	0.95	0.18	i	2	0%	1.3	1185	nt	nt	i
CCN(CC)c1ccc([N+](=O)[O-])cc1/C=N/NC(=O)CC#N	23%	3.3	3.0	6.3	i	-1	-0.2	-0.19	0.66	-0.21	i	44	7%	nt	nt	-6	1	i
COc1ccccc1N1CCN(Cc2nc(N)nc(Nc3ccc(C)cc3)n2)CC1	-13%	4.1	3.1	16	i	-10	1.2	-0.04	1.5	-2.1	i	44	3%	-2.7	1171	-10	-6	i
COC(=O)C1CCN(C(=O)COC(=O)COc2ccc(C#N)cc2)CC1	-5%	5.5	1.6	9.3	i	30	0.27	0.0026	-0.15	-0.73	i	60	3%	-0.1	1029	-16	6	i
CCC(C)C(NC(=O)C1CCC(C)CC1)C(=O)NC1CCN(Cc2ccccc2)CC1 (stereo unspecified)	6%	5.0	1.3	6.5	i	9	-0.19	1.1	0.41	-0.0049	nt	nt	-1%	-0.7	1071	2	2	i
O=C(C1=C[C@@H](c2coc3ccccc3c2=O)C[C@@H](OCc2ccc(CO)cc2)O1)N1CCOCC1	-1%	3.6	1.3	7.6	i	-6	-0.65	-0.21	-0.058	0.07	nt	nt	7%	-1.4	1161	-1	6	i
CCCCC1C2C(=O)N(c3ccc(C)cc3)C(=O)C2ON1c1ccccc1 (stereo unspecified)	-2%	nt	nt	nt	nt	nt	-0.44	-0.2	-0.6	1.1	i	16	-2%	0.7	1343	nt	nt	i
